Source: PubChem (several laboratories)
KCNQ1 pot = potentiates or activates the human KCNQ1 potassium channel. P51787. CHO-K1 KCNQ1, thallium flux FluxOR fluorescence; active compounds read high. B-score at 10 µM. actives 0.35% (n = 310,000). AID 2648;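 active = fluorescence ratio B-score, a plate-corrected score, at least three library SD, with initial intensity B-score within 5 SD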
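Assay system: CHO-K1 cells stably expressing KCNQ1; Medium: assay buffer with matched DMSO; Also added: K+/Tl+ depolarizing stimulus; Dosing: single dose; Timing: dye 90 min, compound 20 min, room temperature; Measured by: kinetic FluxOR thallium fluorescence, 10-s 1-Hz baseline, 110-s post-stimulus read; Read-out: peak-minus-minimum fluorescence over initial fluorescence, negative-control normalized, B-scored.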
KCNK3 inh = human KCNK3 channel inhibition, primary screen; actives 0.84% (n = 340,000); CHO-KCNK3 thallium flux, FluxOR fluorescence; active compounds read low; B-score at 10 µM; O14649;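 active = B-score under library mean minus 4 SD, starting fluorescence ratio at most library mean plus 5 SD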;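 note: more negative B-score means stronger inhibition of thallium flux through KCNK3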
hERG rescue = shields human hERG channel from block by proarrhythmic agents. CHO-hERG, FluxOR thallium flux, dofetilide IC70 present. AID 1511. activation (rescue from dofetilide block), less the hit threshold, % at 10 µM. actives 0.51% (n = 310,000);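 active = activation above the mean of controls blocked by dofetilide plus 5 SD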;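 note: thallium influx through hERG after potassium depolarization seen as dye fluorescence rise; in these data hits start at about 4.7%; inactives centre near -7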
Target sequence (Q12809 whole entry, looked up): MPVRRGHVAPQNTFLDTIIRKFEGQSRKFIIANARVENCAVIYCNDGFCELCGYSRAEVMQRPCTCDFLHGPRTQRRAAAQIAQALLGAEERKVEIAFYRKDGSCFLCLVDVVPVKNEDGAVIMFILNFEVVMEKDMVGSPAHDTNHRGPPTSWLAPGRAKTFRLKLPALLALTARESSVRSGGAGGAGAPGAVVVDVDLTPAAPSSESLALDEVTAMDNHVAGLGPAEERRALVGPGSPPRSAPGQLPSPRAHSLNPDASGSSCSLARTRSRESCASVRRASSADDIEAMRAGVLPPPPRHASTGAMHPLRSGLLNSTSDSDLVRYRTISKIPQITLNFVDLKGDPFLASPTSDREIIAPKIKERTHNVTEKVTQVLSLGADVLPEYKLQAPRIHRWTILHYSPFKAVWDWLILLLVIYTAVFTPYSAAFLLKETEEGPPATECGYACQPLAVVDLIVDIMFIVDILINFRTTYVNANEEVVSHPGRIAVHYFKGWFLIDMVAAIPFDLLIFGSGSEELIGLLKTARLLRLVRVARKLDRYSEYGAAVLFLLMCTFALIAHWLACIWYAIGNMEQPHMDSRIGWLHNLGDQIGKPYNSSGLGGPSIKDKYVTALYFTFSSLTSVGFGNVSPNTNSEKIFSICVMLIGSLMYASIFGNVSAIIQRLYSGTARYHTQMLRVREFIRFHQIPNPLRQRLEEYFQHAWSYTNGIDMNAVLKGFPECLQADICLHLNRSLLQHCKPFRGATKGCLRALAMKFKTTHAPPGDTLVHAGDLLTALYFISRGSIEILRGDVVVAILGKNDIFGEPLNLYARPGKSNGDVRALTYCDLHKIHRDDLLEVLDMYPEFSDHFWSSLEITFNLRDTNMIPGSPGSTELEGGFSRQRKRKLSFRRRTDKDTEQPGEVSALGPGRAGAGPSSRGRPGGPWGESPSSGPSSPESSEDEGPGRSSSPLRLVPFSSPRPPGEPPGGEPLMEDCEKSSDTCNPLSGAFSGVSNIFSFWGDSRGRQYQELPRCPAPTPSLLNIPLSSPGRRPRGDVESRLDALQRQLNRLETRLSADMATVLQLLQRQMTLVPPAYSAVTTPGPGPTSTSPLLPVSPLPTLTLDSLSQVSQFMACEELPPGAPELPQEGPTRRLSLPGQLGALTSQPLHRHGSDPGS
KCNK9 block = blocks the human KCNK9 two-pore domain potassium channel; Q9NPC2; HEK293 KCNK9, FluxOR thallium flux fluorescence; active compounds read low; B-score at 10 µM; actives 1.2% (n = 310,000); AID 488922;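 active = ratio B-score over 3 SD below the library mean, with starting fluorescence within 5 SD of its mean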;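 note: negative B-score means less thallium flux so channel inhibition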
GSK3A inh = blocks human GSK-3 alpha kinase | ADP-Glo luminescence, 60 min | actives 0.1% (n = 320,000) | inhibition, % at 10 µM | AID 2650;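 in the data active = inhibition above about 50%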;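 note: GST-tagged GSK-3 alpha with peptide substrate and 25 µM ATP; 0% = DMSO neutral wells and 100% = GW8510 positive control wells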
KCNQ1 inh = inhibitors of human KCNQ1 potassium channel; actives 1.3% (n = 310,000); B-score at 10 µM; AID 2642; CHO-K1 KCNQ1, FluxOR thallium flux fluorescence; active compounds read high; P51787;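 active = compounds whose thallium flux B-score, printed positive for inhibition, exceeds three library SD while starting fluorescence stays within three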;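 note: channel opened by potassium depolarization with thallium stimulus after 20 min compound exposure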
PolyA inh = blocks polyadenylation in yeast reporter cells. S. cerevisiae SKY197-pL101 polyadenylation reporter, beta-gal luminescence; efflux-impaired pdr1/pdr3 knockout yeast; score 100 = 6 SD above DMSO. calls only at 12 µM. actives 0.02% (n = 300,000). AID 1875;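 active = lowest replicate activity score at least 50, where 100 means six control SD above control mean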;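 note: yeast exposed to compound for 9 h at 30 °C; higher score means more reporter readthrough which indicates perturbed polyadenylation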
GSK3beta inhib = human GSK3beta kinase inhibition | P49841 | GST-GSK3beta kinase, ADP-Glo luminescence, 60 min; active compounds read low | activity score (negative = inhibition), % at 10 µM | actives 0.038% (n = 300,000) | AID 2097;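 active = more than half of replicate wells score below -50%, meaning over 50% inhibition versus plate controls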;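 note: 0% = median DMSO wells and -100% = median GW8510 positive control wells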
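test system = GST-tagged human GSK3beta kinase, cell-free | reagent = 25 µM ATP with peptide substrate | dosing = one dose of 10 µM per compound | schedule = 60 min reaction, RT | detection = luminescent ADP-Glo measurement of ADP formed | control set = DMSO neutral wells and GW8510 at 20 µM as positive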
RGS4 inh = human RGS4 inhibition; HEK293 M3R/RGS4 inducible, Fluo-4 calcium flux; active compounds read high; triggered by carbachol at its EC20; AID 463165; B-score at 10 µM; actives 0.45% (n = 310,000); P49798;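 active = B-score, a plate-corrected calcium signal, over three deviations above library mean, with baseline fluorescence within five deviations of library mean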;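 note: RGS4 expression induced by doxycycline in cells with stable M3 receptor; B-score is computed from the integrated fluorescence ratio over baseline after carbachol; higher B-score means a larger calcium signal and so more RGS4 inhibition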
Dyrk1A ADPGlo = Dyrk1A (rat) kinase inhibition; ADP-Glo luminescence, NFATc1 peptide; inhibition, % at 12.5 µM; actives 0.43% (n = 310,000); AID 504441; in the data active = inhibition above about 50%;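 note: plate controls were vehicle with enzyme for no effect and no enzyme for full effect; many of its hits are not listed in these tables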
RGS4 pot = potentiators or activators of RGS4. HEK293 M3R/inducible RGS4, carbachol calcium flux Fluo4; active compounds read low. B-score at 10 µM. actives 0.92% (n = 310,000);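 active = B-score of the integrated calcium signal more than 4 SD below the library mean, with starting fluorescence not abnormally high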;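 note: negative B-score means reduced calcium response which marks RGS4 activation or potentiation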
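Material: M3R-expressing HEK293 line, RGS4 induced by doxycycline | Schedule: Overnight RGS4 induction, 30 min dye load 37 °C, 20 min compound RT | Measured by: Fluo4 fluorescence kinetic imaging of calcium | Read-out: Integrated calcium ratio converted to B score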
Starred values were filed as active, the others as inactive; i = inactive; · = no result given. These rows are one share of the data; rates above refer to the full screens.

SMILES	KCNQ1 pot	KCNK3 inh	hERG rescue	KCNK9 block	GSK3A inh	KCNQ1 inh	PolyA inh	GSK3beta inhib	RGS4 inh	Dyrk1A ADPGlo	RGS4 pot
COc1ccc(CNC(=O)c2cc(C)nn2-c2ccccc2)cc1	i	i	-8	i	1	i	i	3	i	2	i
Cc1cc2ccccc2n1CCNC(=O)c1ccc(Br)o1	i	i	-16	i	1	i	i	3	i	1	i
Cc1cccc(/C=N\NC(=O)c2ccccc2-n2cccc2)c1	i	i	-5	i	-1	i	i	0	i	-1	i
Nc1cc(N)nc(SCC(=O)Nc2ccccc2N2CCOCC2)n1	i	i	-11	i	3	i	i	0	i	5	i
Cc1ccc(OCCC(=O)Nc2ccccc2C(=O)NC2CC2)cc1	i	i	-3	i	·	i	i	3	i	-2	i
CC(C)CN(CCCNC(=O)CN1C(=O)COc2ccc(S(=O)(=O)N3CCCC3)cc21)CC(C)C	i	i	-7	i	-2	i	i	2	i	4	i
CCC1c2ccc(C)n2CCN1C(=O)Nc1ccccc1C(=O)OC (stereo not given)	i	i	-8	-7*	0	i	i	1	i	3	i
CN1CCN(C(=O)C2CC(=O)N(c3ccc(Cl)cc3)C2)CC1 (stereo not given)	i	i	-4	i	0	i	i	3	i	-6	i
Cc1ccc(NC(=O)[C@@]2(CC(=O)O)CC(/C=C/c3ccccc3)=NO2)c(C)c1	i	i	-4	i	-6	i	i	1	i	-5	i
O=C(O)CN(C1CCCCC1)S(=O)(=O)c1ccc(F)cc1	i	i	-12	i	0	i	i	-1	i	1	i
CCCCCN(C(=O)CCC(=O)OCc1cccc(Br)c1)c1c(N)n(CCCC)c(=O)[nH]c1=O	i	i	-17	i	-3	i	i	2	i	-8	i
Cc1c(-n2c(-c3ccccc3Cl)n[nH]c2=S)c(=O)n(-c2ccccc2)n1C	i	i	-9	i	-2	i	i	0	i	-1	i
COC(=O)NC(NS(=O)(=O)c1ccccc1)(C(=O)OC)C(F)(F)F (stereo not given)	i	i	-14	i	4	i	i	4	i	0	i
Cc1ccccc1C(=O)N1CCC(C(=O)Nc2ccc3c(c2)OCCO3)CC1	i	i	-11	i	0	i	i	3	i	11	i
CC(=O)Nc1cccc(NC(=O)CSc2nccn2Cc2ccc(F)cc2)c1	i	i	-10	i	-1	i	i	2	i	0	i
CCOC(=O)CCCCC(=O)c1[nH]c(=O)[nH]c1CSc1nc(-c2ccccc2)c(C#N)c(=O)[nH]1	i	i	-10	i	3	i	i	0	i	·	i
CCCc1nnc(SCC(=O)Nc2ccc(OC)cc2)o1	i	i	-4	i	-2	i	i	-15	i	5	i
COc1ccc(-c2nnc(SCC(=O)OC3CCCCC3)o2)cc1OC	i	i	-16	i	-3	i	·	0	i	·	i
O=C(Nc1cccnc1Cl)c1cc([N+](=O)[O-])ccc1Cl	i	i	-7	i	-6	i	i	1	i	·	i
COc1ccc(NC(=O)C2CCC(C)(C(=O)O)C2(C)C)cc1 (stereo not given)	i	i	-13	i	-4	i	i	-3	i	1	i

Arranged by molar mass (falling): part of the list above
SMILES	KCNQ1 pot	KCNK3 inh	hERG rescue	KCNK9 block	GSK3A inh	KCNQ1 inh	PolyA inh	GSK3beta inhib	RGS4 inh	Dyrk1A ADPGlo	RGS4 pot
Cc1c(-n2c(-c3ccccc3Cl)n[nH]c2=S)c(=O)n(-c2ccccc2)n1C	i	i	-9	i	-2	i	i	0	i	-1	i
Cc1ccccc1C(=O)N1CCC(C(=O)Nc2ccc3c(c2)OCCO3)CC1	i	i	-11	i	0	i	i	3	i	11	i
COc1ccc(-c2nnc(SCC(=O)OC3CCCCC3)o2)cc1OC	i	i	-16	i	-3	i	·	0	i	·	i
Cc1cc2ccccc2n1CCNC(=O)c1ccc(Br)o1	i	i	-16	i	1	i	i	3	i	1	i
O=C(O)CN(C1CCCCC1)S(=O)(=O)c1ccc(F)cc1	i	i	-12	i	0	i	i	-1	i	1	i
Cc1cccc(/C=N\NC(=O)c2ccccc2-n2cccc2)c1	i	i	-5	i	-1	i	i	0	i	-1	i

More results.
SMILES	KCNQ1 pot	KCNK3 inh	hERG rescue	KCNK9 block	GSK3A inh	KCNQ1 inh	PolyA inh	GSK3beta inhib	RGS4 inh	Dyrk1A ADPGlo	RGS4 pot
CCOC(=O)C1/C(=N\O)CC(C)(O)C(C(=O)OCC)C1c1ccc(OC)c(OC)c1 (stereo not given)	i	i	-3	i	-2	i	·	3	i	2	i
O=S1(=O)CCO[C@H]2Cc3ccccc3[C@H]2N1Cc1cccc(F)c1	i	i	-7	i	-1	i	i	3	i	-15	i
O=C(Cn1cnc2ccccc2c1=O)N1CCN(c2ccccc2)CC1	i	i	-10	i	1	7*	i	-2	i	0	i
CCOCCCNC(=O)c1ccccc1SCC	i	i	0	i	-1	i	i	4	i	-3	i
COc1ccc(CNc2ncnc3cc(OC)c(OC)cc23)cc1OC	i	i	-6	i	-1	i	i	3	i	0	i
CN1CCN(CCCNC(=O)c2ccc3c(Cl)c4c(nc3c2)CCCC4)CC1	i	i	-7	i	1	i	i	-1	i	9	i
COc1ccc2c(c1)-c1nc(NC(=O)c3ccco3)sc1CC2	i	i	-8	-11*	-1	i	i	2	17*	35	i
Cn1c(CN(O)S(=O)(=O)c2ccc(Cl)cc2)nnc1C(F)(F)F	i	i	0	i	-2	i	i	1	i	-8	i
COC(=O)c1ccc(NC(=O)Nc2ccc(F)cc2F)cc1	i	i	-5	i	11	i	i	2	i	-5	i
C/C(=N/NC(=O)c1cc(O)c(O)c(O)c1)c1ccc([N+](=O)[O-])cc1	i	i	-2	i	·	i	i	5	i	-2	i
CCOC(=O)c1sc(-c2ccccn2)nc1C	i	i	-8	i	-1	i	i	4	i	·	i
O=C(C1=C[C@H](c2ccc(C(F)(F)F)cc2)C[C@H](OCc2ccc(CO)cc2)O1)N1CCOCC1	i	i	-8	i	4	i	i	0	i	-4	i
O=C(OCC(=O)N1CCOCC1)c1ccccc1SCC(=O)N1CCCC1	i	i	-6	i	0	i	i	0	i	6	i
Cc1ccc(C(C)C)c(OCc2ccc(C(=O)N/N=C/c3ccc(O)cc3O)cc2)c1	i	i	-7	i	0	i	i	4	i	1	i
O=c1c(Cc2ccc(F)cc2)c(O)ccn1Cc1ccco1	i	i	-6	i	0	i	i	0	i	0	i
CC(=O)c1c(N2CCCCC2)nc(=O)n(-c2ccccc2)c1C	i	i	-11	i	2	i	i	3	i	11	i
COC(=O)c1cc(NS(=O)(=O)c2ccc(NC(C)=O)cc2)ccc1Cl	i	i	-16	i	-4	i	i	-2	i	1	i
CN(CC(=O)NCC1CCCCC1)S(=O)(=O)c1ccc(F)cc1	i	i	-6	i	-1	i	i	-5	i	·	i
CCOC(=O)c1c(NC(=O)CCc2ccc(CC)o2)sc(C)c1C	i	i	-19	i	5	i	i	6	i	4	i
NC(=O)NC(=O)COC(=O)c1cccc(S(=O)(=O)N2CCCCCC2)c1	i	i	-5	i	2	i	i	0	i	6	i
COc1ccccc1N1CCN(C(=O)C2CCN(C(=O)c3ccc(C(C)(C)C)cc3)CC2)CC1	i	i	-9	i	0	i	i	1	i	-2	i
Cc1cc(=O)n2nc(N3CCC(C(=O)NCc4cccnc4)CC3)sc2n1	i	i	-11	i	-1	i	i	-3	i	-6	i
Nc1nc2ccccc2n1C(=O)c1ccco1	i	i	-2	i	·	i	i	3	i	-9	i
CC(C)(C)C(=O)Nc1ccccc1C(=O)Nc1cc(Cl)ccc1Cl	i	i	-6	i	-3	i	i	1	i	-2	i
CCN(CC)CCNC(=S)N1CCn2c(nc3ccccc32)C1	i	i	-7	i	4	i	i	-3	i	7	i
O=C1CSC(c2ccc(F)cc2)N1c1ccccc1F (stereo not given)	i	i	-5	i	-3	i	i	-3	i	1	i
CSCCC(NC(=O)COc1cccc2ccccc12)C(=O)O (stereo not given)	i	i	-2	i	-7	i	i	4	i	4	i
COc1c(Br)cc(/C=N/n2c(-c3ccccc3)n[nH]c2=S)c(O)c1Br	i	i	-13	i	1	i	i	3	i	2	i
COc1cccc(CNC(=O)CCCc2cn(C)c3ccccc23)c1	i	i	-9	i	0	i	i	1	i	7	i
CCOc1ccccc1OCC(=O)Nc1nnc(COC)s1	i	i	-11	i	-1	i	i	-14	i	9	i
CSc1nsc(SCC(=O)Nc2nc3ccc(C)cc3s2)n1	i	i	-3	i	-1	i	i	0	i	-47	i
CSc1nnc(-c2cccs2)n1C	i	i	-5	i	0	i	i	-5	i	-2	i
O=S(=O)(c1ccccc1)N1CCN(C(=S)Nc2ccccc2Cl)CC1	i	i	-13	i	2	i	i	-2	i	·	i
CCCCN(C)CCNC(=O)c1nn(-c2ccc(OC)cc2)c(=O)c2c1c1ccccc1n2C	i	i	-10	i	0	i	i	1	i	-28	i
CCOc1ccc(N/C(=N/c2nc(C)cc(C)n2)NC(=O)CC)cc1	i	i	-5	i	-1	i	i	4	i	0	i
Cc1cccnc1Nc1ncnc(N)c1[N+](=O)[O-]	i	i	-24	i	-4	i	i	1	i	·	i
COc1ccc(CCN2C(=O)CSC2=S)cc1OC	i	i	4.7*	i	-1	i	i	-4	i	-4	i
N#CCCN(C(=O)COC(=O)CCc1c[nH]c2ccccc12)c1ccccc1	i	i	-11	i	-2	i	·	-4	i	-6	i
Cc1nn(C(=O)Cn2cc([N+](=O)[O-])cn2)c(C)c1Cl	i	i	-8	i	0	i	i	3	i	-2	i
CCC(C)n1c(SCC(=O)NCCc2ccc(S(N)(=O)=O)cc2)nc2ccsc2c1=O (stereo not given)	i	i	-9	i	5	i	i	1	i	-5	i
COc1ccccc1N1CCN(CCCCN2C(=O)C3CCCCN3C2=O)CC1 (stereo not given)	i	i	-3	i	-1	i	i	1	i	-1	i
